EZH2 inh: inhibitors of human EZH2/PRC2 methyltransferase; hit rate 0.35% among 57,000; Q15910; PRC2 H3K27 methylation, DELFIA TRF, 1 h; inhibition, % at 12.5 µM;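 active = mean inhibition of replicates at least 50% and every single replicate also reaching 50%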;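 note: dimethyl H3K27 on biotinylated H3 21-44 peptide detected by antibody; plate controls were median neutral control wells for no effect and median positive control wells for full effect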
IDH1 mut inh: IDH1 R132H (human) inhibition | hit rate 0.18% among 70,000 | O75874 | inhibition, % at 10 µM | IDH1 R132H reductase, diaphorase/resazurin fluorescence, 60 min; in the data active = inhibition above about 34%;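 note: 0% = DMSO and 100% = no enzyme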
Target sequence (O75874 whole entry R132H): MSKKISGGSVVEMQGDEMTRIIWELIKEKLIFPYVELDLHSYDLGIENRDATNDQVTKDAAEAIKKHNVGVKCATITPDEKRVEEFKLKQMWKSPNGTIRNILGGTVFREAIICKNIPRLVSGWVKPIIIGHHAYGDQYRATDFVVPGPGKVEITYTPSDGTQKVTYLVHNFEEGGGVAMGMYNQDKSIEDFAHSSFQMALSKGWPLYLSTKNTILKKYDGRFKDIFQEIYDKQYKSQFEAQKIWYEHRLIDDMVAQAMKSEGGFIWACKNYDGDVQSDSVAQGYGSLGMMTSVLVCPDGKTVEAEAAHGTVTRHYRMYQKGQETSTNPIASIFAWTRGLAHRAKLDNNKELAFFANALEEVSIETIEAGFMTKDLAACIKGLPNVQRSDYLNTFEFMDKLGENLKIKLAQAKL
Starred values were filed as active, the others as inactive; / = no result given. The list is partial; rates above refer to the full screens.

The opening eleven records (preview)
SMILES	EZH2 inh	IDH1 mut inh
C[C@H]1CCCCO[C@@H](CN(C)C(=O)Nc2ccc3c(c2)OCO3)[C@@H](C)CN([C@@H](C)CO)C(=O)c2cc(NC(=O)c3ccncc3)ccc2O1	/	2.0
C[C@@H]1CN([C@H](C)CO)S(=O)(=O)c2ccc(C#Cc3ccccc3)cc2O[C@@H]1CN(C)C(=O)Nc1ccc2c(c1)OCO2	/	0.0
CCC(=O)N(C)C[C@H]1Oc2cc(C#CC(C)C)ccc2S(=O)(=O)N([C@@H](C)CO)C[C@@H]1C	-5.5	-1.6
CCC(=O)N(C)C[C@H]1Oc2cc(C#Cc3ccccc3)ccc2S(=O)(=O)N([C@@H](C)CO)C[C@@H]1C	-14.5	-0.4
Cc1ccc(S(=O)(=O)N[C@H]2CC[C@@H](CCNC(=O)CN3CCOCC3)O[C@H]2CO)cc1	2.0	-0.1
CC(C)NC(=O)Nc1ccc2c(c1)C(=O)N([C@@H](C)CO)C[C@@H](C)[C@H](CN(C)C(=O)Nc1ccc3c(c1)OCO3)O2	/	3.8
Cc1nc2cc(NS(=O)(=O)c3cccc4cccnc34)ccc2s1	1.7	-1.7
C[C@@H]1CCCCO[C@@H](CN(C)Cc2ccc(C(=O)O)cc2)[C@H](C)CN([C@H](C)CO)C(=O)c2cc(NS(=O)(=O)c3ccc(Cl)cc3)ccc2O1	/	2.1
C[C@H]1CN([C@@H](C)CO)C(=O)Cc2cc(NS(C)(=O)=O)ccc2O[C@@H]1CN(C)C(=O)Nc1ccc(F)cc1	-3.4	-2.9
CN(C)C(=O)C[C@@H]1CC[C@H](NC(=O)Nc2cccc(F)c2)[C@H](CO)O1	5.9	0.4
C[C@@H]1CCCCO[C@@H](CN(C)C)[C@H](C)CN([C@H](C)CO)C(=O)c2cc(NC(=O)CCC(F)(F)F)ccc2O1	2.0	3.1

All compounds of this part, from the start:
SMILES	EZH2 inh	IDH1 mut inh
C[C@H]1CCCCO[C@@H](CN(C)C(=O)Nc2ccc3c(c2)OCO3)[C@@H](C)CN([C@@H](C)CO)C(=O)c2cc(NC(=O)c3ccncc3)ccc2O1	/	2.0
C[C@@H]1CN([C@H](C)CO)S(=O)(=O)c2ccc(C#Cc3ccccc3)cc2O[C@@H]1CN(C)C(=O)Nc1ccc2c(c1)OCO2	/	0.0
CCC(=O)N(C)C[C@H]1Oc2cc(C#CC(C)C)ccc2S(=O)(=O)N([C@@H](C)CO)C[C@@H]1C	-5.5	-1.6
CCC(=O)N(C)C[C@H]1Oc2cc(C#Cc3ccccc3)ccc2S(=O)(=O)N([C@@H](C)CO)C[C@@H]1C	-14.5	-0.4
Cc1ccc(S(=O)(=O)N[C@H]2CC[C@@H](CCNC(=O)CN3CCOCC3)O[C@H]2CO)cc1	2.0	-0.1
CC(C)NC(=O)Nc1ccc2c(c1)C(=O)N([C@@H](C)CO)C[C@@H](C)[C@H](CN(C)C(=O)Nc1ccc3c(c1)OCO3)O2	/	3.8
Cc1nc2cc(NS(=O)(=O)c3cccc4cccnc34)ccc2s1	1.7	-1.7
C[C@@H]1CCCCO[C@@H](CN(C)Cc2ccc(C(=O)O)cc2)[C@H](C)CN([C@H](C)CO)C(=O)c2cc(NS(=O)(=O)c3ccc(Cl)cc3)ccc2O1	/	2.1
C[C@H]1CN([C@@H](C)CO)C(=O)Cc2cc(NS(C)(=O)=O)ccc2O[C@@H]1CN(C)C(=O)Nc1ccc(F)cc1	-3.4	-2.9
CN(C)C(=O)C[C@@H]1CC[C@H](NC(=O)Nc2cccc(F)c2)[C@H](CO)O1	5.9	0.4
C[C@@H]1CCCCO[C@@H](CN(C)C)[C@H](C)CN([C@H](C)CO)C(=O)c2cc(NC(=O)CCC(F)(F)F)ccc2O1	2.0	3.1
COc1ccc(NC(=O)N(C)C[C@@H]2Oc3c(NS(=O)(=O)c4ccccc4)cccc3C(=O)N([C@H](C)CO)C[C@H]2C)cc1	/	0.3
CO[C@@H]1CN(C)C(=O)c2cc(NC(C)=O)ccc2OC[C@@H](C)N(C(=O)c2ccccn2)C[C@H]1C	5.0	0.2
Cc1cc(C)c(NC(=O)CSc2nc(C)cc(=O)[nH]2)c([N+](=O)[O-])c1	-8.7	0.1
Cc1ccc(-c2ccc3c(c2)O[C@@H](CN(C)C(=O)Nc2ccccc2)[C@@H](C)CN([C@@H](C)CO)S3(=O)=O)cc1	-20.1	1.2
Cc1ccc(S(=O)(=O)N[C@H]2C=C[C@@H](CC(=O)NCCCN(C)C)O[C@@H]2CO)cc1	-4.7	-0.1
C[C@H](CO)N1C[C@H](C)[C@@H](CN(C)Cc2ccc(F)cc2)Oc2ncc(Br)cc2C1=O	0.5	3.3
C[C@@H]1CN([C@H](C)CO)C(=O)c2c(c3ccccc3n2C)-c2ccccc2CO[C@@H]1CN(C)C(=O)Nc1ccc(F)cc1	-12.4	1.2
C[C@@H]1CN([C@@H](C)CO)C(=O)c2cc(N(C)C)ccc2O[C@@H]1CN(C)S(=O)(=O)c1cn(C)cn1	8.0	-1.3
O=C(C[C@@H]1CC[C@@H](NS(=O)(=O)c2ccc(F)cc2)[C@@H](CO)O1)NC1CCC1	5.9	-0.5
C[C@H]1CN([C@@H](C)CO)C(=O)c2cc(N(C)C)ccc2O[C@H]1CN(C)S(=O)(=O)c1cccs1	3.6	-0.4
CN1CCN(C(=O)C[C@@H]2C=C[C@@H](NS(=O)(=O)c3cccc(F)c3)[C@@H](CO)O2)CC1	10.1	0.4
COc1ccc(S(=O)(=O)N[C@@H]2CC[C@@H](CC(=O)N3CCN(c4ccccc4)CC3)O[C@@H]2CO)cc1	-5.1	-0.3
CC(C)CC#Cc1cnc2c(c1)C(=O)N([C@@H](C)CO)C[C@@H](C)[C@H](CN(C)C(=O)c1cccnc1)O2	-1.3	5.4
C[C@H](CO)N1C[C@H](C)[C@H](CN(C)CC2CCCCC2)Oc2ccc(NC(=O)Nc3ccc(F)cc3)cc2CC1=O	-14.7	-0.5
COC(=O)[C@]1(Cc2ccccc2)N=C(c2ccc(OCCCO)cc2)O[C@@H]1c1ccccc1CN=[N+]=[N-]	37.5	-0.5
O=C(CCn1nc(-c2ccccc2)c2ccccc2c1=O)Nc1cccnc1	-0.5	0.2
CS(=O)(=O)N(CC(=O)Nc1c(F)cccc1F)c1cccc(Br)c1	6.2	0.7
C[C@H](CO)N1C[C@H](C)[C@H](CN(C)Cc2ccc(Cl)c(Cl)c2)Oc2ccc(NC(=O)Nc3ccc(F)cc3)cc2C1=O	/	2.1
CN(C)CCOC(c1ccc(Cl)cc1)c1ccccn1 (stereo not given)	/	-0.3
CN1CCN(C(=O)C[C@H]2C[C@@H]3c4cc(NC(=O)Nc5ccccc5F)ccc4O[C@@H]3[C@H](CO)O2)CC1	3.3	0.1
CCCc1c(C)nc2ccc(Br)cc2c1SCCC(=O)O	5.9	3.0
CC1(O)C(O)C(CO)OC1n1cnc2c(NC3CCCC3)nc(Cl)nc21 (stereo not given)	/	0.6
CCCNC(=O)N1C[C@H](C)[C@H](OC)CN(C)C(=O)c2ccc(NS(=O)(=O)CC(F)(F)F)cc2OC[C@@H]1C	3.3	0.5
C[C@H](CO)N1C[C@H](C)[C@H](CN(C)Cc2ccccc2)Oc2cc(-c3ccccc3)ccc2S1(=O)=O	16.4	-0.7
O=C(O)CCCCCC(=O)N/N=C/C1CCCCC1	4.9	3.0
O=C1O[C@H](c2ccccc2)[C@H](c2ccccc2)N2[C@H]1[C@@H](C(=O)O)[C@]1(C(=O)Nc3ccccc31)[C@H]2c1ccc(OCCO)cc1	18.0	/
C[C@H](CO)N1C[C@H](C)[C@H](CN(C)Cc2ccc(Oc3ccccc3)cc2)Oc2ccc(NS(=O)(=O)c3ccc(Cl)cc3)cc2CC1=O	/	4.6
C[C@@H]1CCCCO[C@H](CN(C)C)[C@H](C)CN([C@@H](C)CO)C(=O)c2cc(NC(=O)Nc3cccc4ccccc34)ccc2O1	-0.9	-5.2
C[C@H]1CN([C@@H](C)CO)C(=O)c2cccc(NC(=O)C3CC3)c2O[C@@H]1CN(C)S(C)(=O)=O	3.1	/
C[C@H]1CN([C@@H](C)CO)C(=O)c2cc(NC(=O)Nc3ccc4c(c3)OCO4)ccc2O[C@H]1CN(C)Cc1ccc(C(=O)O)cc1	/	1.5
C[C@@H]1CN([C@@H](C)CO)C(=O)c2cc(Br)cnc2O[C@@H]1CN(C)C(=O)C1CC1	12.5	-1.5
COc1ccc(NC(=O)N(C)C[C@@H]2Oc3ccc(NC(=O)CCCCCC(=O)Nc4ccccc4N)cc3C(=O)N([C@@H](C)CO)C[C@@H]2C)cc1	9.5	0.2
COc1cccc(S(=O)(=O)Nc2ccc3c(c2)[C@@H]2C[C@H](CC(=O)N(C)C)O[C@@H](CO)[C@@H]2O3)c1	-4.6	-0.6
C[C@@H]1CN([C@@H](C)CO)C(=O)Cc2cc(NC(=O)CCN3CCOCC3)ccc2O[C@H]1CN(C)S(=O)(=O)c1cn(C)cn1	/	1.1
C[C@H](NC(=O)C[C@@H]1CC[C@H](NC(=O)CN2CCOCC2)[C@H](CO)O1)c1ccccc1	-4.7	0.3
C[C@@H]1CN([C@@H](C)CO)C(=O)Cc2cc(NS(=O)(=O)c3cccs3)ccc2O[C@@H]1CN(C)Cc1ccc(C(F)(F)F)cc1	/	0.9
Cc1noc(C)c1S(=O)(=O)Nc1ccc2c(c1)CC(=O)N([C@@H](C)CO)C[C@@H](C)[C@@H](CN(C)C(=O)Nc1ccc(F)cc1)O2	/	1.0
C[C@H]1CN([C@@H](C)CO)C(=O)CCCn2cc(nn2)CO[C@@H]1CN(C)Cc1ccccc1	-3.2	1.9
CN(C)CC(=O)Nc1ccc2c(c1)[C@H]1C[C@@H](CC(=O)NCCc3ccccc3)O[C@@H](CO)[C@H]1O2	2.3	0.1
C[C@@H]1CN([C@@H](C)CO)C(=O)c2cc(NC(=O)Cn3cnnn3)ccc2O[C@H]1CN(C)C(=O)NC1CCCCC1	/	-0.3
CCc1ccc(NC(=O)Cn2c(-c3nonc3N)nc3ccccc32)cc1	-6.7	-0.1
COc1ccccc1-c1ccc2c(c1)O[C@H](CN(C)C(=O)Nc1ccccc1)[C@H](C)CN([C@@H](C)CO)S2(=O)=O	/	-1.0
C[C@H](CO)N1C[C@H](C)[C@H](CN(C)S(=O)(=O)c2ccccc2F)Oc2cc(C#Cc3cccc(F)c3)ccc2S1(=O)=O	-7.3	0.2
C=C(Oc1cccc(C(=O)O)c1)C(=O)O	7.6	2.1
Cc1ccccc1S(=O)(=O)N(C)C[C@H]1OCc2ccccc2-c2ccccc2C(=O)N([C@@H](C)CO)C[C@H]1C	3.5	-3.8
COc1ccc(S(=O)(=O)Nc2ccc3c(c2)CC(=O)N([C@H](C)CO)C[C@H](C)[C@@H](CN(C)C(=O)Nc2ccc(C(F)(F)F)cc2)O3)cc1	/	-3.1
O=C(NO)c1ccc(C(=O)N/N=C/c2cc(F)ccc2O)cc1	0.0	0.2
C[C@@H]1CN([C@H](C)CO)C(=O)c2cc(C#Cc3cccc(F)c3)cnc2O[C@H]1CN(C)C(=O)c1ccccc1F	-19.0	-4.9
Cc1ccc2c(c1)C(=O)C1(O)CCN(c3ccccc3)C1=N2 (stereo not given)	/	-0.3

(cont.)
SMILES	EZH2 inh	IDH1 mut inh
COCc1cn(CC[C@H]2CC[C@H](NC(=O)Nc3c(C)noc3C)[C@@H](CO)O2)nn1	15.8	0.1
CO[C@@H]1CC[C@H]2CCN(C)C(=O)[C@H](C)[C@H](OC)CN(C)C(=O)c3cc(C#N)ccc3OC[C@H]1O2	8.4	0.3
O=C(C[C@H]1C[C@@H]2c3cc(NC(=O)c4ccc5c(c4)OCO5)ccc3O[C@@H]2[C@H](CO)O1)NCc1cccnc1	11.7	-0.6
COCC(=O)Nc1ccc2c(c1)[C@H]1C[C@@H](CC(=O)NCc3ccccn3)O[C@H](CO)[C@H]1O2	-1.8	-0.1
C[C@@H]1CCCCO[C@H](CN(C)Cc2ccc(C(=O)O)cc2)[C@H](C)CN([C@@H](C)CO)C(=O)c2cc(NC(=O)C3CCCCC3)ccc2O1	/	3.2
CCC(=O)Nc1ccc2c(c1)OC[C@@H](C)N(Cc1cncnc1)C[C@@H](C)[C@H](OC)CN(C)C2=O	-3.2	0.4
CNC[C@H]1OCCCC[C@@H](C)Oc2ccc(NS(=O)(=O)c3ccccc3)cc2C(=O)N([C@H](C)CO)C[C@@H]1C	-1.2	3.6
COc1ccc(-c2cnc3c(c2)C(=O)N([C@@H](C)CO)C[C@@H](C)[C@@H](CN(C)Cc2ccccc2)O3)cc1	/	-0.6
CS(=O)(=O)Nc1ccc2c(c1)[C@H]1C[C@H](CC(=O)NCc3cc(F)ccc3F)O[C@@H](CO)[C@H]1O2	4.9	-0.1
C[C@@H]1CN([C@H](C)CO)C(=O)c2cc(NC(=O)CCCN(C)C)ccc2O[C@@H]1CN(C)S(C)(=O)=O	4.2	-0.7
CO[C@H]1CN(C)C(=O)c2cc(NC(=O)C3CC3)ccc2OC[C@H](C)N(Cc2cccc(F)c2)C[C@H]1C	-4.0	-0.1
C[C@@H]1CN([C@@H](C)CO)C(=O)c2cccc(NC(=O)c3ccncc3)c2O[C@@H]1CN(C)S(=O)(=O)c1ccc(F)cc1	3.0	6.6
C[C@@H]1CN([C@@H](C)CO)C(=O)c2cc(NS(=O)(=O)c3ccccc3)ccc2O[C@H]1CN(C)Cc1ccc2c(c1)OCO2	-11.6	2.9
Cc1ccc(S(=O)(=O)Nc2ccc3c(c2)CC(=O)N([C@@H](C)CO)C[C@H](C)[C@H](CN(C)C(=O)NC2CCCCC2)O3)cc1	1.4	0.4
Cc1nnc(SCC(=O)Nc2ccccc2C(F)(F)F)s1	-1.3	-0.2
Cc1c(N(C)C(=O)C2CCCN2S(=O)(=O)c2ccccc2)c(=O)n(-c2ccccc2)n1C (stereo not given)	6.2	-0.1
COc1cccc2cc(-c3nnc(SCC(=O)Nc4cccc(Br)c4)n3C)oc12	26.0	0.1
CCOc1ccc(NC(=O)C(C)Sc2nc3ccc(F)cc3[nH]2)cc1 (stereo not given)	-1.1	0.3
O=C(NCC[C@@H]1CC[C@H](NC(=O)C2CCCCC2)[C@@H](CO)O1)c1cc(Cl)cc(Cl)c1	-1.7	-0.9
Cn1cnc([N+](=O)[O-])c1Sc1ncnc2nc[nH]c12	/	1.4

Assay outcomes: PubChem BioAssay, Broad Institute
